Screens as filed in PubChem BioAssay.
Mm-Cpn inhibitor = inhibitors of Methanococcus maripaludis chaperonin (MmCpn). purified Mm-Cpn ATPase, ADP Transcreener TR-FRET. Potency, µM (highest dose often 76.9 µM), for the others: top-dose activity, negative = inhibition, hits mostly inhibitors. 0.031% of 330,000 active; note: potency is the fitted concentration of half-maximal effect; % is set by controls: 0 for no effect and ±100 for the full control effect; nearly all actives have a fitted effect of over 80% in size
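TR-FRET (320 nm excitation; 590 and 665 nm emission) reports ADP made from 10 uM ATP by 25 nM enzyme; compounds were preincubated 10 min, reaction run 30 min, both at 37°C.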
Akt phos inh = inhibitors of Akt phosphorylation. 0.32% of 360,000 active. Neuro2A IGF-stimulated pAkt S473 HTRF, 20 min; stronger effect = lower value. activity change, % for hits at 50 µM. AID 651550; in the data active = activity change below about -80%; inconclusive = mostly about -51% to -80%; note: % is set by controls: 0 for no effect and ±100 for the full control effect
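Single-point screen (50 µM final compound) in Neuro2A cells stimulated 20 min with 6 nM IGF at 37 deg C. After lysis, Ser473-phosphorylated Akt read by HTRF (ex 330 nm, em 615/665 nm) as the 665/615 ratio.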
CCT modulator = changes cytosolic chaperonin activity; 0.3% of 360,000 active; purified chaperonin ATPase assay, HTRF ADP detection, 30 min; activity change, % (test concentration not listed), hits read low; in the data active = activity change below about -30%; note: % is set by controls: 0 for no effect and ±100 for the full control effect
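TRiC at 40 or 20 nM final (batch-dependent) in 30 mM Tris pH 7.4, 100 mM KCl, 5 mM MgCl2, 1 mM DTT, with compound at single 76 uM and 10 uM ATP, 30 min at 37 deg C. ADP detected by HTRF Transcreener, 665/615 ratio.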
Nrf2 block = blocks Nrf2 signaling. A549 ARE-Fluc reporter, luciferase luminescence, 18-24 h. 2.1% of 360,000 active. Potency, µM (series often up to 46 µM), without a hit: at the top dose activity change, negative = inhibition, actives largely listed as inhibitors. AID 504444; note: potency is the fitted concentration of half-maximal effect; % is set by controls: 0 for no effect and ±100 for the full control effect; nearly all actives have a fitted effect of over 60% in size
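Quantitative HTS in A549 cells stably bearing an antioxidant response element-firefly luciferase construct. Inhibition of Nrf2-driven transcription was scored by luminescence after 18-24 h of compound exposure at 37 °C.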
HepG2 viability = kills HepG2 cells in TGF-b inhibitor counter-screen; HepG2 CAGA-GFP viability, ATP luminescence, 18 h; Potency, µM (titrated, usually from 46.1 µM), for inactives: at the highest dose activity change, negative = cytotoxicity, hits mostly cytotoxic; 0.76% of 410,000 active; note: potency is the fitted concentration of half-maximal effect; some results filed as inactive show a strong effect at the top dose
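CellTiter-Glo luminescence gave cytotoxicity after 18 hours at 37 degrees C. The cells were HepG2 CAGA-GFP in 1% FBS DMEM, stimulated with 500 pg/mL TGF-beta after compound addition. %Activity was normalised to no-cell wells (complete cell-killing) and DMSO (no toxicity), and curves were fitted and classified.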
ATXN viability = viability counter-screen for ATXN expression inhibitors | 0.49% of 400,000 active | S2 cells (HEK-293 line with an ATXN2-luciferase reporter) viability, CellTiter-Fluor protease fluorescence, 24 h | AID 651635 | Potency, µM (doses to about 56.7 µM), most hits filed as cytotoxic; note: potency is the fitted concentration of half-maximal effect; nearly all actives have a fitted effect of over 40% in size
TGFb SMAD3 inh = TGF-b pathway inhibition; Potency, µM (top dose mostly 46.1 µM), for inactives: at the highest dose activity, negative = inhibition, most hits filed as inhibitors; 1.2% of 410,000 active; HepG2 CAGA-GFP TGF-b/SMAD3 reporter, GFP fluorescence, 18 h; TGF-beta stimulated, 500 pg/mL final; AID 588855; note: potency is the fitted concentration of half-maximal effect; % is set by controls: 0 for no effect and ±100 for the full control effect; nearly all actives have a fitted effect of over 65% in size
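Smad-responsive CAGA-GFP expression was quantified in HEPG2 cells exposed to compounds and 500 pg/mL final TGF-beta for 18 h at 37 degrees C; unstimulated wells defined full inhibition.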
A549 viability = kills or reduces viability of A549 cells in Nrf2 counter-screen; AID 504648; 0.16% of 390,000 active; A549 ARE-Fluc cells, CellTiter-Fluor viability, 18-24 h; Potency, µM (doses to about 46 µM), for the others: at the top dose activity change, negative = cytotoxicity, most hits filed as inhibitors; note: potency is the fitted concentration of half-maximal effect; % is set by controls: 0 for no effect and ±100 for the full control effect
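A549 ARE-Fluc cells in 5% FBS OPTI-MEM, 5000 cells/well, rested 2 h then exposed to compounds in concentration-response for 18-24 h at 37 °C. Viability by CellTiter-Fluor fluorescence (Ex 405/Em 525) after 30 min; luciferase luminescence (BugLite, 15 min, RT) read afterwards.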
Nrf2 ARE act = activators of Nrf2 (ARE) signaling; Potency, µM (doses to about 46.1 µM), for the others: top-dose activation, actives largely listed as activators; AREc32 ARE-luciferase reporter (MCF7-derived line), luminescence, 24 h; AID 624171; 0.31% of 410,000 active; note: potency is the fitted concentration of half-maximal effect; % of control where 0% means no effect; nearly all actives have a fitted effect of over 65% in size
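ARE activation measured as luciferase luminescence (Steady-Glo, 30 min RT) in AREc32_Fluc cells after 24 hr compound exposure at 37 deg C, 5% CO2; cells seeded overnight at 1000/well in OPTI-MEM, 5% FBS.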
The depositor's hits bear a star; i = inactive; ? = inconclusive; nt = not tested or not shown. Unless noted, calls come from the whole dose curve; as a rule, active = well fitted curve in the direction sought with a large enough effect; inconclusive = small, poorly fitted or top-dose-only effect, or another doubt; inactive = no such curve, though single readings can be large; an effect the other way counts as inactive or inconclusive.

SMILES	Mm-Cpn inhibitor	Akt phos inh	CCT modulator	Nrf2 block	HepG2 viability	ATXN viability	TGFb SMAD3 inh	A549 viability	Nrf2 ARE act
CC(C)N1CCc2c(sc(NC(=O)c3cc(-c4cccs4)nc4ccccc34)c2C(N)=O)C1	-7%	i	0.3	6%	18µM*	nt	-23%	-21%	-6.7%
Cc1ccc(C)c(OCCn2cc(C(=O)c3cccs3)c3ccccc32)c1	nt	nt	nt	?	-13%	i	-4%	-12%	2.7%
O=C(COC(=O)c1cc(-c2cccnc2)nc2ccccc12)Nc1ccc(F)cc1F	-5%	i	-0.4	16%	9%	i	13%	5%	2.9%
O=c1c(-c2ccco2)[n+]([O-])c2ccccc2n1OCc1ccccc1	-1%	i	0.8	14%	-3%	i	-2%	0%	3.2µM*
CCCCN(CC)CCCNC(=O)c1nn(C)c2c1CSc1ccccc1-2	nt	nt	nt	8%	-32%	nt	-1%	3%	3.7%
CC(C)c1csc(CN2CCCC(CCC(=O)NCc3ccccc3F)C2)n1 (stereo unspecified)	-7%	i	1.2	-9%	-19%	i	?	13%	0.1%
CCCCCCCCNc1ncnc2[nH]ncc12	nt	i	0.9	-26%	-3%	i	0%	-3%	2.9%
COc1ccc(-c2cc(C(=O)N3CCN(c4ncccn4)CC3)c3ccccc3n2)cc1	-2%	i	1.9	20%	-26%	i	-19%	-1%	-0.2%
Cc1ccc(C)c(NC(=O)Cn2nc(C)c3nn(-c4ccc(Cl)cc4)c(C)c3c2=O)c1	nt	nt	nt	nt	0%	nt	-19%	-11%	0.0%
CCCCNC(=O)C1CCCN(S(=O)(=O)c2ccc(-n3cnnn3)cc2)C1 (stereo unspecified)	-1%	i	-2.4	-16%	-36%	i	21%	3%	-0.1%
Cc1cccc(Oc2c(C=O)c3ccccc3n2C)c1	-5%	i	-2.2	-5%	-24%	i	1%	-9%	3.0%
CN(c1ccc(C(=O)O)cc1)S(=O)(=O)c1ccc(Cl)cc1	-1%	i	-1.0	nt	1%	i	-1%	1%	-0.3%
COc1cccc(NC(=O)CSc2nn3c(=O)c(C)nnc3s2)c1	?	i	0.7	4%	2%	i	-1%	0%	2.9%
CCOc1cc(-c2cc(-c3ccc(C)cc3)nc(N)c2C#N)ccc1O	-5%	i	-1.0	12%	-90%	?	?	-16%	-0.6%
CCCCOC(=O)Nc1cccc(C(=O)OCC)c1	0%	i	-6.3	nt	-18%	i	?	-16%	0.1%
Cc1nn(Cc2ccccc2)c(=O)n1N(C)c1ncc(C(F)(F)F)cc1Cl	1%	i	0.3	8%	-8%	i	-7%	-5%	0.1%
COc1ccc(OC)c(NC(=O)C2CCCCC2C(=O)O)c1 (stereo unspecified)	3%	i	-2.5	7%	-6%	i	0%	1%	-0.3%
CC(NC(=O)c1cc2c(s1)CCCC2)C(C)(C)C (stereo unspecified)	-1%	i	-0.9	6%	15%	i	17%	7%	-0.1%
Cc1ccc(NS(=O)(=O)c2ccc(OCC(=O)NCc3ccco3)cc2)cc1	-2%	i	2.5	nt	-2%	i	7%	2%	-0.4%
O=C(Cc1ccccc1[N+](=O)[O-])OCC(=O)N1CCN(c2ccccc2)CC1	1%	i	-2.8	-2%	4%	i	-3%	0%	-0.5%

The closing four entries of the section above are carried over, then new ones follow.
SMILES	Mm-Cpn inhibitor	Akt phos inh	CCT modulator	Nrf2 block	HepG2 viability	ATXN viability	TGFb SMAD3 inh	A549 viability	Nrf2 ARE act
COc1ccc(OC)c(NC(=O)C2CCCCC2C(=O)O)c1 (stereo unspecified)	3%	i	-2.5	7%	-6%	i	0%	1%	-0.3%
CC(NC(=O)c1cc2c(s1)CCCC2)C(C)(C)C (stereo unspecified)	-1%	i	-0.9	6%	15%	i	17%	7%	-0.1%
Cc1ccc(NS(=O)(=O)c2ccc(OCC(=O)NCc3ccco3)cc2)cc1	-2%	i	2.5	nt	-2%	i	7%	2%	-0.4%
O=C(Cc1ccccc1[N+](=O)[O-])OCC(=O)N1CCN(c2ccccc2)CC1	1%	i	-2.8	-2%	4%	i	-3%	0%	-0.5%
CC1CN2C(c3ccc(Cl)cc3)=CSC2=N1 (stereo unspecified)	-3%	i	0.9	1%	-14%	?	-2%	4%	0.0%
CCOC(=O)C1CCCN(C(=O)c2cc3cc(Br)ccc3oc2=O)C1 (stereo unspecified)	2%	i	0.4	?	-8%	i	-1%	12%	1.1%
COCC(=O)NNC(=O)c1ccccc1OC	0%	i	-3.3	4%	0%	i	3%	-2%	7.1%
COc1ccc(CCN2CC(C(=O)NCc3cccc4[nH]ccc34)CCC2=O)cc1 (stereo unspecified)	-1%	i	-1.1	2%	-24%	i	-11%	-5%	3.5%
Cc1cc(C)nc(Nc2ncc(O)n2-c2ccccc2)n1	-2%	i	-1.0	10%	-13%	i	-8%	2%	0.0%
Cc1ccc(NC(=O)c2cc(S(=O)(=O)N3CCOCC3)cn2C)c(C)c1	0%	i	-0.1	17%	1%	i	0%	17%	-0.1%
CCOC(=O)N1CCN(C(=O)COc2ccc([N+](=O)[O-])cc2)CC1	0%	i	1.9	-28%	-3%	i	-5%	8%	5.2%
CCOc1ccc2nc(N3CCCC(C(=O)NCc4ccccc4OC)C3)sc2c1 (stereo unspecified)	nt	nt	nt	?	10%	nt	?	-2%	0.1%
CCOC(=O)c1c(C)[nH]c(C(=O)OCC(=O)NCc2ccco2)c1C	nt	i	0.1	nt	-15%	i	1%	nt	11%
CN1C(=O)C(C)(C)c2cc(S(=O)(=O)NCC3CCC(C(=O)NCc4ccc(F)cc4)CC3)ccc21 (stereo unspecified)	3%	i	-3.9	-6%	-10%	i	-21%	5%	3.0%
O=C(C1=NN[C@@H]2C(=O)N(c3cccc(C(F)(F)F)c3)C(=O)[C@H]12)C(c1ccccc1)c1ccccc1	-11%	i	-0.7	4%	-7%	i	12%	0%	-0.9%
CCCCN(C(=O)Nc1ccccc1)C1CCS(=O)(=O)C1 (stereo unspecified)	0%	i	-2.1	-5%	2%	i	5%	0%	-0.2%
CCn1cc(CN2CCC(C(=O)Nc3cccc(-c4cccc(F)c4)c3)CC2)cn1	2%	i	-3.2	4%	-23%	i	0%	0%	3.6%
COC(=O)c1c(-c2cccs2)csc1NC(=O)COc1ccccc1	nt	nt	nt	5%	0%	nt	nt	?	4.4%
CCOC(=O)C(Cc1ccccc1)NC(=O)CCc1nnc2ccc(N3CCCCC3)nn12 (stereo unspecified)	0%	i	0.8	12%	-21%	i	-17%	0%	-0.6%
Cc1ccc(C(=O)NNC(=O)C2CSC3(C)CCC(=O)N23)cc1 (stereo unspecified)	0%	i	2.3	-9%	-14%	i	-22%	0%	-0.8%
Cc1cc2cc(C(=O)N3CCc4c([nH]c5ccccc45)C3c3ccccn3)ccc2o1 (stereo unspecified)	1%	i	-1.6	?	-29%	?	?	-12%	3.3%
CCOC(=O)/C(C#N)=C\c1ccc(N2CCN(C)CC2)cc1	?	i	-6.0	12%	10%	i	10%	4%	4.2%
CCCCCCc1cc2cc(-c3nnc(-c4cccc(Cl)c4)o3)c(=O)oc2cc1O	nt	nt	nt	4%	-16%	nt	0%	6%	-0.1%
O=c1c2oc3ccccc3c2n(Cc2ccc(Cl)cc2)c(=O)n1Cc1ccco1	nt	nt	nt	4%	-45%	i	-3%	-1%	-0.3%

Filtered by structure, those above containing two or more sulfur atoms
SMILES	Mm-Cpn inhibitor	Akt phos inh	CCT modulator	Nrf2 block	HepG2 viability	ATXN viability	TGFb SMAD3 inh	A549 viability	Nrf2 ARE act
CC(C)N1CCc2c(sc(NC(=O)c3cc(-c4cccs4)nc4ccccc34)c2C(N)=O)C1	-7%	i	0.3	6%	18µM*	nt	-23%	-21%	-6.7%
COc1cccc(NC(=O)CSc2nn3c(=O)c(C)nnc3s2)c1	?	i	0.7	4%	2%	i	-1%	0%	2.9%
COC(=O)c1c(-c2cccs2)csc1NC(=O)COc1ccccc1	nt	nt	nt	5%	0%	nt	nt	?	4.4%

Following part.
SMILES	Mm-Cpn inhibitor	Akt phos inh	CCT modulator	Nrf2 block	HepG2 viability	ATXN viability	TGFb SMAD3 inh	A549 viability	Nrf2 ARE act
CN1CCCN(C(=O)C2CCCCC2)CC1	-9%	i	2.1	8%	-30%	i	2%	26%	1.7%
Cc1c(NC(=O)c2cccc3c(Cl)cccc23)cccc1-c1nc2ccccc2o1	nt	nt	nt	2%	-5%	i	-11%	-1%	0.0%
CCOc1cccc(NC(=O)C2CC(=O)N(C)C2)c1 (stereo unspecified)	0%	i	-1.5	-16%	-5%	i	2%	4%	-0.2%
C=CCNc1nc2c(c(=O)[nH]c(=O)n2C)n1Cc1cccc(C)c1	5%	i	0.5	12%	3%	i	1%	-1%	-0.6%
Cc1ccc(S(=O)(=O)CCC(=O)OCC(=O)N2CC(=O)Nc3ccccc32)cc1	0%	i	-1.3	-5%	-19%	i	-5%	nt	3.0%
O=C(NCc1ccc2c(c1)OCO2)c1ccccn1	0%	i	0.3	?	-12%	i	-1%	8%	0.2%
O=C(CC12CC3CC(CC(Br)(C3)C1)C2)NC1=NCCS1	-4%	i	-2.7	-5%	16%	i	-12%	-1%	-0.5%
COc1ccc(F)cc1S(=O)(=O)n1nnc2ccccc21	0%	i	-3.0	7%	-1%	i	-27%	-2%	-0.3%
CCOc1ccc(OCC)c(NC(=O)C2CCCN(c3nc(C)cc(C)n3)C2)c1 (stereo unspecified)	1%	i	-3.6	-30%	-24%	i	-7%	-4%	0.4%
